Assay outcomes from PubChem BioAssay.
RGS8-Gao: regulators of human RGS8-Galphao interaction. multiplexed bead flow cytometry, RGS8-Galphao binding; actives lie on both sides. response (percent of control binding), % at 10 µM. hit rate 0.34% among 220,000; in the data active = response below about 60% or above about 140%; inactive = in between;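 also: Galphao activated as the GDP aluminium fluoride complex binding bead-coupled RGS8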
Target sequence (P09471 whole entry, looked up): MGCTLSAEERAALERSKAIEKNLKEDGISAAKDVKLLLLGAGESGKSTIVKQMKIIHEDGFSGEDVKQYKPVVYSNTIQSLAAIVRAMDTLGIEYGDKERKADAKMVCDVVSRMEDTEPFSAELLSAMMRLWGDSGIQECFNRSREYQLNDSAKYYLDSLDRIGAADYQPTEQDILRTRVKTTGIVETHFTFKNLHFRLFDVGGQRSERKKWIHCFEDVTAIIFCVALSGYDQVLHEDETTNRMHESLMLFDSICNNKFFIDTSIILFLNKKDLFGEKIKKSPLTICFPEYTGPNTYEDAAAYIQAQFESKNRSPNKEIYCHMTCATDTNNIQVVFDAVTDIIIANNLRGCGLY
RGS4-Gao reg: modulates binding of RGS4 to human Galphao | P09471 | Multiplexed bead flow cytometry; actives lie on both sides | binding response (% of control), % at 10 µM | hit rate 0.33% among 220,000; in the data active = binding response below about 49% or above about 150%; inactive = in between;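 also: fluorescent Galphao activated with aluminum fluoride binding bead-coupled RGS4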
Bim-Bcl-W: human Bim-Bcl-W interaction inhibition | Q92843 | bead-based flow cytometry, Bim peptide-Bcl-W binding | inhibition, % at 10 µM | hit rate 0.02% among 190,000 | AID 952;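 also: 0% = bound tracer without compound and 100% = peptide blocker; higher means less fluorescent Bim peptide bound to Bcl-W beads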
Target sequence (Q92843 whole entry, looked up): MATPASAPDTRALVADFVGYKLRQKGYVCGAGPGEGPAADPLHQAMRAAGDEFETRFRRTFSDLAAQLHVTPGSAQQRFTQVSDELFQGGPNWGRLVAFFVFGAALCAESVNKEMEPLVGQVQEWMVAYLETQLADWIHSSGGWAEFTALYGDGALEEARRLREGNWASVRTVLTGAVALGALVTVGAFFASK
ABCG2 inh: blocks JC-1 efflux by human ABCG2 transporter; Q9UNQ0; IgMXP3 cells, flow cytometry; inhibition, % at 6.6 µM; hit rate 0.1% among 190,000;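 active = inhibition above 80%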;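 also: 0% = DMSO and 100% = nicardipine control wells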
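test system = two drug-resistant human cell lines, ABCG2 and ABCB1 | amount = 3 million cells/mL final, two lines in 1:1 ratio | reagent = JC-1 transporter substrate | doses = one concentration, 6.6 µM final | incubation = 10 min at 25 °C | signal = flow cytometric JC-1 green MFI at 530 nm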
Bim-Bcl-XL: human Bim-Bcl-XL interaction inhibition. Bim peptide-Bcl-XL binding, bead flow cytometry, fluorescence. hit rate 0.04% among 190,000. Q07817. inhibition, % at 10 µM. AID 1007
Target sequence (Q07817 whole entry, looked up): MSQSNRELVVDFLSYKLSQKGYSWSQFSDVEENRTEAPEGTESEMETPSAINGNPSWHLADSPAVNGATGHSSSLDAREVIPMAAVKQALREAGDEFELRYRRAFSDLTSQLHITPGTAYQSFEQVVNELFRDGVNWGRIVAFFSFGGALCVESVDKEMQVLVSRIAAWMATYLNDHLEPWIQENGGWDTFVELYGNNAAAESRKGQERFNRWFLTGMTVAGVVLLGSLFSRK
ABCB1 inh: inhibitors of human ABCB1 transporter, ABCG2 counter-screen; P08183; hit rate 0.067% among 190,000; inhibition, % at 6.6 µM; AID 1326; CCRF-Adr cells, JC-1 efflux, flow cytometry; in the data active = inhibition above about 40%;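 also: 0% = vehicle and 100% = reference inhibitor; higher value means more JC-1 retained so stronger ABCB1 efflux block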
RGS7-Gao reg: human RGS7-Galphao interaction regulation | binding response (% of control), % at 10 µM | AID 1439 | P09471 | hit rate 0.35% among 220,000 | Multiplexed bead flow cytometry, RGS7-Galphao binding; actives lie on both sides; in the data active = binding response below about 49% or above about 150%; inconclusive = no clear call, values can overlap the other calls; inactive = in between;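 also: fluorescent Galphao held in activated GDP-AlF4 state binding bead-coupled RGS7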
Bim-Bfl-1: human Bim-Bfl-1 interaction inhibition; Q16548; Bead-based flow cytometry, Bim-Bfl-1 binding inhibition; inhibition, % at 10 µM; hit rate 0.12% among 190,000; AID 1008;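 also: 0% = wells without compound plus tracer and 100% = blocker peptide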
GSH bead fluor: compound fluoresces at 488/530 nm on GSH beads; fluorescence (KMESF) at 10 µM; GSH beads flow cytometry, compound fluorescence 488/530 nm; hits give high values; hit rate 0.25% among 190,000; AID 1776; in the data active = fluorescence above about 89;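 also: glutathione beads carrying GST-tagged Bcl family fusion proteins plus one bare bead set; values are compound well signal with DMSO vehicle wells as background; inactives centre near 16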
Bcl-2 Bim block: inhibitors of Bim-Bcl-2 interaction, human. Bead-based flow cytometry, Bim peptide-Bcl-2 binding. AID 950. hit rate 0.06% among 190,000. inhibition, % at 10 µM. P10415; in the data active = inhibition above about 40%; inconclusive = no clear call, values can overlap the other calls;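 also: 0% = no compound wells with probe peptide and 100% = reference peptide inhibitor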
Target sequence (P10415 whole entry, looked up): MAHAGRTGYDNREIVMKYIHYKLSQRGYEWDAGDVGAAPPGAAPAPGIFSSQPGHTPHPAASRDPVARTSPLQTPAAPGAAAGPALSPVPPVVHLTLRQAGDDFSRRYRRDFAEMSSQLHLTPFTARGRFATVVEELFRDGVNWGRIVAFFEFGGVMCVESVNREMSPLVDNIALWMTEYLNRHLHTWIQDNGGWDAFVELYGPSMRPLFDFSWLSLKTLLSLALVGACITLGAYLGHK
Bim-Bcl-B: inhibitors of Bim-Bcl-B interaction, human | Q9HD36 | bead-based flow cytometry, Bim peptide-Bcl-B binding | inhibition, % at 10 µM | hit rate 0.073% among 190,000 | AID 951;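 also: 0% = tracer peptide without compound and 100% = reference inhibitor peptide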
* marks the source's active call; other numbers are inactive results; ? = inconclusive; . = not tested or not shown; [ ] = another dose, or the depositor's remark. Rule as the data show it, unless noted: active = inhibition above about 40%.

SMILES	RGS8-Gao	RGS4-Gao reg	Bim-Bcl-W	ABCG2 inh	Bim-Bcl-XL	ABCB1 inh	RGS7-Gao reg	Bim-Bfl-1	GSH bead fluor	Bcl-2 Bim block	Bim-Bcl-B
CCOC(=O)c1sc(NCC2CCCO2)nc1C (stereo not drawn)	104	103	-1	5	-11	0.3	98	-9	26	-7	-6
CC(C)CN(CC(C)C)c1nc(N)c(C#N)c(CC#N)c1C#N	101	98	-1	19	-6	1.2	103	-18	28	-6	-10
CC(C)Cc1cc(C(=O)N2CCC(N3CCC(C(=O)N4CCCC4)CC3)CC2)n[nH]1	103	98	0	-3	0	1.3	96	-6	14	-3	-5
Cc1ccc(S(=O)(=O)N(C)C)cc1NC(=O)Cn1c(CN2CCOCC2)nc2ccccc2c1=O	104	103	-1	2	-4	0.4	?	-5	11	0	-2
O=C(NC(CO)Cc1ccc([N+](=O)[O-])cc1)C(Cl)Cl (stereo not drawn)	101	103	5	.	5	.	102	12	7	8	6
CCC(CC)C(=O)NCCc1ccc(OC)cc1	.	238*[activator]	0	1	-3	0.2	.	-12	34	-10	-6
COc1cc(NC(=O)c2ccco2)c(C(=O)O)cc1OC	97	98	0	1	-1	0.1	98	2	18	-2	-1
COCc1c(C)cc(C)c(/C=N/O)c1C	105	102	3	1	0	0.5	100	0	19	4	1
COc1ccc(NCc2nnc(SCC(=O)Nc3nc(-c4ccccc4)cs3)n2-c2ccccc2)cc1	104	108	0	4	-1	0.5	107	3	8	1	3
CC(=O)c1ccc(OCCCC(=O)NCC(c2ccco2)N(C)C)cc1 (stereo not drawn)	99	98	3	1	-3	0.3	100	-7	5	-2	0
CC1(C)C(=O)Nc2ccccc2N1C(=O)COc1ccc(S(=O)(=O)N2CCOCC2)cc1Cl	98	87	-3	3	-3	1.4	81	-18	21	-10	-13
COc1ccc(-c2nnn(CC(=O)N(CCCO)C(C(=O)NC3CCCC3)c3ccncc3)n2)cc1 (stereo not drawn)	102	99	-1	-10	-1	-3.1	100	0	16	-1	-4
O=C(/C=C/c1ccccc1[N+](=O)[O-])N1CCN(C(=O)c2ccco2)CC1	99	99	0	9	0	1.5	?	-4	13	1	-1
Cc1cccc(C(=O)N/N=C/c2ccccn2)c1	107	103	1	1	-2	0.1	97	0	8	-1	0
CC(=O)Nc1ccc(S(=O)(=O)NCC(=O)OCC(=O)N2CCCc3ccccc32)cc1	105	103	0	1	-2	0.7	102	1	10	1	0
COc1cccc(CN2CCC(C(=O)N3CCN(c4ccccc4F)CC3)CC2)c1OC	104	103	-5	2	-5	.	102	0	12	-4	-9
O=C(NCCCc1ccccc1)c1cnc2n(c1=O)CCS2	100	103	-3	3	-2	0.2	100	-7	26	-3	-6
O=C(Cc1ccccc1)Nc1ccc(NC(=O)c2cccs2)cc1Cl	104	102	0	1	0	-0.3	100	-5	10	-2	0
CSC(=S)N/N=C/c1ccccc1	103	107	-1	0	-4	-0.2	104	0	14	-2	-19
COC(=O)c1cc(Br)ccc1OC(=O)c1cccnc1	101	101	-8	20	-13	0.3	102	-13	22	-12	-9
Cc1cc(=O)[nH]c(SCC(=O)Nc2ccc(S(N)(=O)=O)cc2)n1	92	90	0	1	-2	1.3	89	-4	11	-1	-1
O=C1N2CN(C(c3ccccc3)c3ccccc3)CN=C2SC1(CO)CO	100	103	-2	2	-4	0.4	98	-9	14	-8	-6
CC(=O)NC1C(=O)N(CCc2ccccc2)c2ccccc21 (stereo not drawn)	96	98	0	1	1	0.2	98	-4	26	-4	2
O=C(COc1ccccc1Cl)NNC(=O)C1CCCO1 (stereo not drawn)	104	99	0	2	-6	0.5	96	-14	19	-10	-8
CCN(CC)CCN(C(=O)c1cccc(N2C(=O)CCC2=O)c1)c1nc2cc3c(cc2s1)OCO3	99	100	4	8	-2	0.2	100	-3	24	-2	1
COc1ccc([N+](=O)[O-])cc1/C=N/Nc1nc(N2CCCCC2)nc(N2CCCCC2)n1	98	96	2	0	-1	-0.1	96	-1	20	3	2
CCOC(=O)/C(=C/c1ccco1)NC(=O)c1ccc(Br)o1	105	107	-5	5	0	1.6	107	0	12	-1	-1
CCOC(=O)C(O)(CC(=O)Nc1ccc(Cl)cc1Cl)C(F)(F)F (stereo not drawn)	.	.	-4	-1	-5	-0.3	.	-2	19	0	-4
Cc1sc2nc3n(c(=O)c2c1C)CCCS3	100	108	-2	2	0	0.2	100	0	19	-4	-6
Cn1c(=O)oc2cc(S(=O)(=O)NCc3ccccc3)ccc21	103	94	0	2	0	0.6	99	1	15	6	0
COc1ccc(C2=NN(C(=O)c3cccs3)C(c3ccccc3OC)C2)cc1OC (stereo not drawn)	101	99	0	27	1	11	?	-2	19	0	0
CCC(=O)Nc1ccc2c(c1)nc(CN1CCCCC1)n2C	105	102	-2	1	-4	0.1	106	-7	11	-6	-6
Cc1nn2c(-c3ccc(Cl)cc3Cl)nnc2s1	101	100	2	2	0	0.3	103	2	14	3	0
CC(=O)Oc1ccc(C(=O)Nc2cc(NC(=O)c3ccc(OC(C)=O)cc3)cc(C(=O)NC(C)(C)C)c2)cc1	102	102	0	-7	-5	-1.0	102	0	5	1	-1
CC1CCCN(C(C(=O)Nc2ccc3c(c2)OCO3)c2ccccc2)C1 (stereo not drawn)	100	98	-1	2	-4	0.9	95	-12	18	-9	-5
CCCNC(=O)C1CCN(S(=O)(=O)c2ccc(-c3nn[nH]n3)cc2)CC1	102	98	-1	7	-6	0.4	99	-20	25	-11	-10
Cc1ccc(-c2nc3n(n2)Cc2ccccc2-3)cc1	102	103	-4	-3	-5	-0.2	103	-3	18	-4	-6
O=C(CN1C(=O)c2ccccc2S1(=O)=O)Nc1cccnc1	78	92	0	5	-2	3.7	94	4	.	5	.
COc1ccc(NC(=O)Cc2c(SC)c3ccccc3n2Cc2ccccc2)cc1	114	112	-4	9	-2	1.5	108	-8	13	-12	-2
CO/N=C/c1ccc(Oc2ccc(C)cc2)c([N+](=O)[O-])c1	100	97	2	5	0	0.9	97	-1	18	7	2
COc1ccc(C2=CC(=O)CC(c3ccc(OC)cc3)C2)cc1 (stereo not drawn)	104	105	0	20	0	1.9	103	-4	10	-5	0
Cc1cnc(C(=O)OCC(=O)Nc2cccc(Cl)c2)cn1	97	97	0	8	-8	0.9	96	-13	35	-12	-12
N#CC1=C(N)Oc2cc(O)c(C=Nc3ccccc3)cc2C1c1ccccc1 (stereo not drawn)	99	103	-5	-5	-9	-0.8	97	-3	13	-1	-5
COc1ccc(N2CCN(c3cc(C)c4ccc(O)cc4n3)CC2)cc1	104	105	-7	10	-10	1.0	99	-10	17	-7	-9
Cc1cc(/C=C(\C#N)C(=O)OCC(=O)Nc2ccc(OC(F)F)cc2)c(C)n1CC(C)C	97	94	-4	1	-5	0.3	98	-9	11	-6	-6
CN1C=CC=C/C1=C1\SC(=S)N(CC(=O)O)C1=O	105	103	-4	0	-3	0.0	103	-10	14	-3	-6
COc1cccc(N2CCN(C3CC(=O)N(c4cccc(Cl)c4)C3=O)CC2)c1 (stereo not drawn)	97	96	0	3	2	0.8	91	-1	18	0	2
CCCC(=O)n1nc(-c2ccccc2)nc1SC	100	100	-2	0	-3	0.0	96	-3	19	-2	-8
O=C(O)CCCC(=O)Nc1nc(-c2ccc(F)cc2)cs1	100	102	0	2	-3	0.5	98	-12	14	-7	-9
CC(C)(C)N(Cc1ccccc1)C(=O)CSc1nnc(CNc2ccc(F)cc2)o1	94	89	-2	2	0	0.9	95	0	17	-3	-3
Cc1cccc(C(=O)NN2C(=O)C3C(c4ccccc4)C=CC(c4ccccc4)C3C2=O)c1 (stereo not drawn)	105	100	-1	5	1	1.1	107	0	9	-1	1
O=C(CCN1C(=O)c2ccccc2C1=O)Nc1sc2c(c1C(=O)NCC1CCCO1)CCC2 (stereo not drawn)	101	99	1	26	-4	10	99	1	7	0	-3
CCCCN1C(=O)/C(=C2/C=CC=CN2C)SC1=S	102	100	-2	1	0	-0.1	100	-3	45	-4	-7
O=S(=O)(Nc1ccccc1)c1ccc(F)cc1	102	88	-3	0	-5	0.2	103	-5	8	-6	-2
CCCN(CC1CC1)C(=O)CSc1nnc(-c2cc(-c3cccs3)nc3ccccc23)o1	91	98	2	-1	-1	0.1	99	1	27	3	-4
Cc1ccc(S(=O)(=O)N(C)CC(=O)O/N=C(\N)c2ccc([N+](=O)[O-])cc2)cc1	101	103	0	0	-7	-0.3	102	-15	31	-12	-11
CCCCN(CC)CCCNC(=O)c1cc2c(=O)n(C)c3ccccc3c2n1C	102	101	-5	6	-8	0.2	98	-5	15	-9	-11
CCOC(=O)c1c(-c2ccccc2)oc2ccc(O)c(CN3CCCC3)c12	100	97	-1	42	-8	3.3	97	-15	28	-9	-8
O=C(COC(=O)c1ncc(Cl)c(Cl)c1Cl)c1ccc(Cl)s1	103	104	-1	13	-3	1.4	103	0	7	-1	-5
CCOC(=O)c1c(-c2ccc(C)o2)csc1NC(=O)CN(C)CC(=O)Nc1ccc(C)cc1	90	88	3	10	0	7.0	94	-10	33	-9	-9
Other structures:
SMILES	RGS8-Gao	RGS4-Gao reg	Bim-Bcl-W	ABCG2 inh	Bim-Bcl-XL	ABCB1 inh	RGS7-Gao reg	Bim-Bfl-1	GSH bead fluor	Bcl-2 Bim block	Bim-Bcl-B
COc1ccc(-c2cc(C(F)(F)F)nc(S(=O)(=O)CCCC(=O)Nc3cc(C)on3)n2)cc1OC	99	99	0	9	0	0.2	?	2	14	1	0
Cc1ccc(S(=O)(=O)CNC(=O)c2ccccc2)cc1	107	104	1	0	-6	0.1	108	-11	16	-10	-5
O=C(CN1CCCCCC1)Nc1ccc(Oc2ccccc2)cc1	99	100	-2	0	-2	0.1	96	-3	20	0	-7
O=C(COc1ccc(S(=O)(=O)N2CCOCC2)cc1)Nc1ccc(Cl)c(C(F)(F)F)c1	101	102	3	1	-1	0.1	103	-10	43	-11	-11
CCCn1c(CNC(=O)c2cccs2)nc2ccccc21	91	101	-1	8	2	0.4	99	0	16	1	-1
COc1ccc(-c2ccnc(SCC(=O)Nc3ccccn3)n2)cc1	104	101	-6	11	-9	1.2	103	-2	15	-3	-10
COc1ccc(C(=O)c2coc3ccc(O)c(CN4CCCC4)c23)cc1	99	102	1	0	-3	0.8	96	-11	25	-11	-5

Entries of single compounds, quoted from the list:
COc1ccc(-c2cc(C(F)(F)F)nc(S(=O)(=O)CCCC(=O)Nc3cc(C)on3)n2)cc1OC across the screens: RGS8-Gao = 99; RGS4-Gao reg = 99; Bim-Bcl-W = 0; ABCG2 inh = 9; Bim-Bcl-XL = 0; ABCB1 inh = 0.2; RGS7-Gao reg = ?; Bim-Bfl-1 = 2; GSH bead fluor = 14; Bcl-2 Bim block = 1; Bim-Bcl-B = 0
Cc1ccc(S(=O)(=O)CNC(=O)c2ccccc2)cc1 across the screens: RGS8-Gao = 107; RGS4-Gao reg = 104; Bim-Bcl-W = 1; ABCG2 inh = 0; Bim-Bcl-XL = -6; ABCB1 inh = 0.1; RGS7-Gao reg = 108; Bim-Bfl-1 = -11; GSH bead fluor = 16; Bcl-2 Bim block = -10; Bim-Bcl-B = -5
